Bioassay records as filed in PubChem.
sdo1 growth: growth rescue of sdo1-depleted yeast, primary screen, S. cerevisiae, bone marrow failure model; AID 817, 2007; 140,000 tested, 0.21% active; S. cerevisiae sdo1-depleted JHY4D growth rescue, OD600 30 h; hits give high values; pdr5 snq2 efflux-pump mutant strain; z-score at 10 µM;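 active = z-score above 3 at both the 24 hr and the 30 hr optical density reads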;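 note: z-score against mean and SD of all compound wells on the same plate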
INS promoter inh: inhibitors of insulin promoter-driven GFP, primary screen, imaging, TRM-6 cells (human fetal islet line), eGFP reporter, cell count. reporter expression induced with tamoxifen. 130,000 tested, 0.9% active. AID 1273, 2008. inhibition, % at 2 µM;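 active = inhibition above the mean plus 3 SD, with well images judged a real hit on visual review, cut at about 60% in these data, passing the limit was not always enough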
sdo1 growth Rescue 24 h: second read-out of sdo1 growth, no call of its own (marks repeat the call); z-score; S. cerevisiae sdo1-depleted JHY4D growth rescue, OD600; measured here: growth rescue at 24 h;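 0 is the plate mean of compound wells and units are plate SD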
* marks the source's active call; other numbers are inactive results; nt = no result given; & = joins results of further samples.

item	molecule	sdo1 growth	sdo1 growth Rescue 24 h	INS promoter inh
1	C=CCSc1ncccc1C(=O)NCc1ccc(C)cc1	-0.18&-0.25	-0.11&0.07	-38
2	CCc1nc(SCc2ccc(C(=O)OC)o2)c2c(=O)n(C)c(=O)n(C)c2n1	-0.74	0.03	nt
3	O=C(NN1C(=O)C2C3CCC(O3)C2C1=O)c1ccc(Cl)cc1 (configuration not stated)	-0.36	-0.63	47
4	CCOc1ccc(S(=O)(=O)N2CCN(S(=O)(=O)c3ccc(OCC)cc3)C(C)C2)cc1 (configuration not stated)	-1.1	0.07	-70
5	CCOc1ccccc1Oc1cn[nH]c1-c1ccc(OC)cc1O	-2.5	-1.6	17
6	CCc1ccc(NC(=O)COn2nnc3ccc(S(=O)(=O)N(C)C)cc32)cc1	0.59	0.37	nt
7	CS(=O)(=O)N1CCC(C(=O)NCCc2ccccc2)CC1	0.26	-0.4	20
8	CCC(=O)Nc1ccc(S(=O)(=O)NCc2ccco2)cc1	0.25	-0.58	40
9	CCOC(=O)N1CCN(c2c(NCc3ccc(Cl)cc3)c(=O)c2=O)CC1	1.1	0.58	nt
10	Cc1cnc(C(=O)Nc2ccc(C(C)C)cc2)cn1	nt	nt	-56
11	O=C(O)CSc1c(-c2cccs2)[nH]c2ccccc12	0.86	1	6
12	CC(C)n1cc(/C=C2/SC(=O)N(CC(=O)N3CCCC3)C2=O)c2ccccc21	-0.93	-0.61	-39
13	CCOC(=O)c1nn(-c2c(C)n(C)n(-c3ccccc3)c2=O)cc1O	0.14	-0.02	nt
14	FC(F)(F)c1ccc2c(c1)nc1n2CCCC1	0.85	0.24	73*
15	N#Cc1cc(-c2ccccc2)cnc1Cl	0.57	0.79	nt
16	O=C1c2ccccc2S(=O)(=O)N1CC(O)Cn1c2ccccc2c2ccccc21 (configuration not stated)	-2.3	-2.1	-49
17	C=CCNC(=O)C1=NOC(CNC(=O)c2c(-c3ccccc3Cl)noc2C)C1 (configuration not stated)	0.75	0.38	19
18	O=C(Nc1cccc(O)c1)N1CCOCC1	0.16	-0.48	45
19	COc1ccc(OCCC(=O)OCc2c(C)noc2C)cc1	0.92	0.18	4
20	CCC(=O)OCc1cc2cccc(C)c2[nH]c1=O	-0.3	-0.63	nt
21	O=C(NCc1cccs1)C1CCCN(S(=O)(=O)c2cccs2)C1 (configuration not stated)	-0.63	-1.3	nt
22	CCOc1ccc(OCCCC(=O)O)cc1	-0.18	-1	-12
23	CCn1c2ccccc2c2cc(N=C3SC(CC(=O)Nc4ccccc4OC)C(=O)N3C)ccc21 (configuration not stated)	-1.4	-0.67	nt
24	CN(C)CCN(C(=O)c1ccccc1Cl)c1nc2c(Cl)cccc2s1	-0.23	-0.7	nt
25	COc1ccc(-c2nn(C)c3sc(C(=O)NCc4ccco4)cc23)cc1OC	-0.11	1.6	19
26	O=C(CSc1nnc(-c2cccs2)n1-c1ccccc1)NCC1CCCO1 (configuration not stated)	0.26	0.29	-26
27	CCN(CC)c1ccc(C2C(C(=O)OC(C)C)C(=O)CC(C)(O)C2C(=O)OC(C)C)cc1 (configuration not stated)	-0.58	-0.68	-42
28	O=C(CSc1ncnc2c1oc1ccccc12)N1CCCc2ccccc21	-1.6	-0.21	-18
29	CC1(C)CC(=O)C(C(=S)Nc2ccccc2)=C(NCCN2CCOCC2)C1	1.1	1.2	0
30	CN=c1scc(-c2ccc(OC)cc2)n1/N=C(\C)c1cccnc1	nt	nt	-246
31	CC(C)CC(=O)Nc1ccccc1Oc1ccccc1	-0.31	-0.66	-37
32	COC(=O)c1ccc(NC(=S)NCCc2ccccc2)cc1	-0.58	-0.4	nt
33	O=C1Nc2cc(Cl)cnc2N2CCCC12 (configuration not stated)	0.08	-0.4	nt
34	O=[N+]([O-])c1ccc(C2CCCC/C2=N\OCc2cccc(F)c2)c([N+](=O)[O-])c1 (configuration not stated)	-0.57	-0.47	nt
35	O=C(c1cccc2ccccc12)C1CCCN(C(=O)c2ccc(N3CCOCC3)cc2)C1 (configuration not stated)	nt	nt	33
36	COc1ccc(C2=NC(=O)/C(=C\c3cc(OC)c(OC)c(OC)c3)O2)cc1	1.6	3.5	-20
37	Cn1c(=O)c2cc(S(=O)(=O)N3CCC(c4ccccc4)CC3)ccc2n(C)c1=O	-1.4	-0.71	-6
38	O=C(O)CC/C(=C\c1ccc(N2CCCC2)c([N+](=O)[O-])c1)c1nc2ccccc2s1	nt	nt	-35
39	O=C(Nc1cccc([N+](=O)[O-])c1)c1ccc2nc(N3C(=O)CCC3=O)sc2c1	0.05	0.56	39
40	O=c1[nH]nc(Cc2ccc(-c3ccc(Cl)cc3)o2)c2ccccc12	-0.38	0.55	-54
41	CCOC(=O)N1CCN(c2c(N3CCN(c4cccc(C)c4C)CC3)c(=O)c2=O)CC1	-0.6	-0.44	nt
42	O=C(c1cccs1)n1nc(-c2ccccc2)nc1NCc1ccco1	-1.5	-0.44	26
43	Cc1c(C(=O)O)oc2ccc(S(=O)(=O)NCc3ccc4c(c3)OCO4)cc12	1.6	1.2	31
44	O=C(CCSCCc1ccncc1)NCCCN1CCOCC1	2.6	3.4	14
45	CCSc1nnc(NC(=O)CSC2=NN3CCCC(=O)N=C3S2)s1	nt	nt	21
46	Oc1c(Cl)cccc1C=Nc1cc(C(F)(F)F)ccc1N1CCCC1	-0.03	-0.12	29
47	COc1ccccc1OCCCCN1CCN(C(c2ccccc2)c2ccccc2)CC1	-0.87	-0.27	15
48	Cc1c(NC(=O)c2cc3ccccc3oc2=O)c(=O)n(-c2ccccc2)n1C	0.84	1.2	-4
49	COc1ccccc1-c1c(C(F)(F)F)oc2cc(OC(=O)c3cccc([N+](=O)[O-])c3C)ccc2c1=O	-0.27	-0.29	13
50	O=C(CSc1nc2ccccc2n1CC(=O)N1CCCC1)Nc1nccs1	-0.01	0.38	15
51	O=C1CC(C(=O)Nc2ccc(C(=O)O)cc2)C(c2ccccc2)O1 (configuration not stated)	0.44	0.2	-24
52	OC(CN1CCN(Cc2ccccc2)CC1)Cn1c2ccccc2c2ccccc21 (configuration not stated)	-1.3	-0.76	-79
53	COc1ccc(-n2nc(C(=O)NCC(=O)Nc3ccccn3)c3ccccc3c2=O)cc1	-2.1	-1.3	9
54	CCCCCn1c(S(=O)(=O)O)nc2ccccc21	0.79	0.31	nt
55	Cc1ccc(C)c(NC(=O)C(C)CC2COCCO2)c1 (configuration not stated)	0.08	-0.52	nt
56	CCN(CC)C(=O)CSc1ncnc2c(-c3ccc(OC)cc3)nsc12	nt	nt	-7
57	CCn1c(=O)cc(SCC(=O)N2CCN(C(=O)c3ccco3)CC2)c2ccccc21	0.11	-0.14	-175
58	CC(=O)Nc1nc(C)c(Cc2ccccc2)c(=O)[nH]1	0.81	0.93	23
59	Cn1ncc2c(=O)n(CC(=O)NC34CC5CC(CC(C5)C3)C4)cnc21	2.6	2.5	5
60	Cc1ccc(OCc2nnc(NC(=O)c3ccco3)s2)c(C)c1	-1.7	-0.36	nt

Of the compounds above, five contain a COOH group.
item	molecule	sdo1 growth	sdo1 growth Rescue 24 h	INS promoter inh
11	O=C(O)CSc1c(-c2cccs2)[nH]c2ccccc12	0.86	1	6
22	CCOc1ccc(OCCCC(=O)O)cc1	-0.18	-1	-12
38	O=C(O)CC/C(=C\c1ccc(N2CCCC2)c([N+](=O)[O-])c1)c1nc2ccccc2s1	nt	nt	-35
43	Cc1c(C(=O)O)oc2ccc(S(=O)(=O)NCc3ccc4c(c3)OCO4)cc12	1.6	1.2	31
51	O=C1CC(C(=O)Nc2ccc(C(=O)O)cc2)C(c2ccccc2)O1 (configuration not stated)	0.44	0.2	-24

Further compounds.
item	molecule	sdo1 growth	sdo1 growth Rescue 24 h	INS promoter inh
61	C#CCOCCOCCOCCNc1nc(N2CCN(C(=O)[C@H](CCCCN)n3cc(CCCC)nn3)CC2)nc(N2CCN(C(=O)[C@H](CCCCN)n3cc(CCCC)nn3)CC2)n1	-0.13	0.12	-5
62	Cc1cc(C)nc(N2CCCC(C(=O)NCCc3ccc(F)cc3)C2)n1 (configuration not stated)	-0.54	-0.81	86*
63	CCOC(=O)C(C)Sc1nnc(Cc2cc(=O)[nH]c(=O)[nH]2)n1-c1cccc(OC)c1 (configuration not stated)	0.41	-0.16	nt
64	N=c1c2c(n(Cc3ccc([N+](=O)[O-])cc3)c3c1CCC3)CCCC2	nt	nt	26
65	O=C(COC(=O)c1ccccc1C(=O)c1ccc(Cl)cc1)NC(c1ccccc1)c1ccccc1	-0.76	-0.65	nt
66	CC(=O)c1c(C)[nH]c(C(=O)Nc2nc(C)cs2)c1C	nt	nt	18
67	CCOc1ccccc1Nc1nnc(SCC(=O)Nc2cc(C)on2)s1	-0.52	-0.58	nt
68	CC(=O)c1cnc2nc(C)nn2c1C	1.8	1.1	nt
69	Cc1ccccc1Cn1nc(C)c(NC(=O)c2cc(-c3cccs3)on2)c1C	-0.8	-1.3	nt
70	CCOC(=O)/C(C#N)=N/Nc1c(C)n(C)n(-c2ccccc2)c1=O	nt	nt	43
71	CCOc1ccc(NC(=O)CC2C(=O)NCCN2C(=O)c2ccc(Cl)cc2)cc1 (configuration not stated)	nt	nt	-45
72	CCn1c(SCC(=O)N2CCN(c3ccc(Cl)cc3)CC2)nc2ccccc2c1=O	-1.3	-0.69	-23
73	COc1cc(Cl)c(S(=O)(=O)NCc2ccccn2)cc1Cl	-0.28	-0.88	22
74	COC(=O)[C@H](C)NC(=O)NCc1ccccc1F	0.57	0.28	-100
75	Cc1ccc(/C=C/C(=O)Nc2ccccc2C(N)=O)cc1	0.08	0.31	-3
76	COC(=O)C1=C(C)N(CCCC(=O)O)C(=O)NC1c1cccs1 (configuration not stated)	-0.43	-0.34	-295
77	Cc1cc(=O)[nH]c(N/N=C/CCc2ccccc2)n1	nt	nt	-14
78	CCn1nc([N+](=O)[O-])c(C(C#N)c2nc3cc(C(F)(F)F)ccc3s2)c(Cl)c1=O (configuration not stated)	-1.2	-0.82	-19
79	Cc1[nH]n(-c2ccccc2)c(=O)c1C(C[N+](=O)[O-])c1ccc(Cl)cc1 (configuration not stated)	-1.7	-0.84	25
80	COc1ccc(/C=C2/Sc3ccc(C(=O)N4CCc5ccccc5C4)cc3NC2=O)cc1	-0.66	-0.56	-25
81	COc1ccc(/C=C/C(=O)c2c(O)ccc3c(C)cc(=O)oc23)cc1	-1.1	-0.91	nt
82	COc1cc(NC(=S)NCCCN2CCOCC2)cc(OC)c1OC	nt	nt	-18
83	O=C(NCCn1cccc1)c1cccc2ccccc12	0.03	-0.44	-40
84	CCOc1ccc(/C(O)=C2\C(=O)C(=O)N(CCOCCO)C2c2ccccc2OC)cc1 (configuration not stated)	1.4	0.47	35
85	CS(=O)(=O)N(CC(=O)N1CCCC1)c1cccc(Cl)c1	0.7	1.3	nt
86	O=C(c1cnn2c(C(F)F)cc(-c3ccccc3)nc12)N1CCSCC1	-0.02	0.11	7
87	COCC(C)n1c(C)cc(C(=O)COC(=O)c2n[nH]c3ccccc23)c1C (configuration not stated)	-0.71	-0.88	46
88	COc1ccc(/C=C2\SC(=O)N(CCNC(=O)C3CCN(S(=O)(=O)c4cccs4)CC3)C2=O)cc1	-0.28	0.04	-24
89	c1ccc(CSc2nnc(-c3c[nH]c4ccccc34)o2)cc1	-1.3	-0.52	nt
90	Cc1cccnc1NC(=O)C(C)Oc1ccccc1 (configuration not stated)	0.18	-0.41	-20
91	COc1cccc(C=Nc2ccccc2C#N)c1O	-1.1	-1.3	9
92	COc1ccc(NC(=O)c2ccccc2)cc1NS(=O)(=O)c1ccc(F)cc1	-1.5	-2.3	54
93	Clc1cc2nc3ccccn3c2cc1Cl	-0.56	-0.84	6
94	O=C(CCCCn1c(=O)c2ccccc2n(CC(=O)NC2CCCC2)c1=O)NC1CCCC1	1.7	1.3	23
95	COc1ccc(CC(=O)NCc2nnc(SCC(=O)Nc3nccs3)n2C)cc1	nt	nt	-330
96	O=C(NC(=S)Nc1cccc([N+](=O)[O-])c1)c1ccco1	-0.04	0.38	6
97	CC(C)CN1C(=S)SC(C)(C)C1n1oc(=O)n(-c2ccc(Cl)cc2)c1=O (configuration not stated)	-0.38	-0.15	-8
98	Cc1ccc2c(c1)Cc1nc3ccccc3nc1-2	nt	nt	0
99	COc1ccc(CN(Cc2ccc(OC)cc2)S(=O)(=O)c2ccc(-n3cnnn3)c(C)c2)cc1	0.31	0.12	6
100	CCC1Oc2ccc(C)cc2N(CC(=O)N(Cc2ccc(C)o2)C2CCCC2)C1=O (configuration not stated)	-0.43	-0.3	-256

Part of the list above, screen by screen:
[97] CC(C)CN1C(=S)SC(C)(C)C1n1oc(=O)n(-c2ccc(Cl)cc2)c1=O (configuration not stated)
[98] Cc1ccc2c(c1)Cc1nc3ccccc3nc1-2
[99] COc1ccc(CN(Cc2ccc(OC)cc2)S(=O)(=O)c2ccc(-n3cnnn3)c(C)c2)cc1
[100] CCC1Oc2ccc(C)cc2N(CC(=O)N(Cc2ccc(C)o2)C2CCCC2)C1=O (configuration not stated)
screen / no. | 97 | 98 | 99 | 100
sdo1 growth | -0.38 | nt | 0.31 | -0.43
sdo1 growth Rescue 24 h | -0.15 | nt | 0.12 | -0.3
INS promoter inh | -8 | 0 | 6 | -256

(list continues)
item	molecule	sdo1 growth	sdo1 growth Rescue 24 h	INS promoter inh
101	Cc1ccc(S(=O)(=O)/N=C(\CN2CCOCC2)N2CCCC2)cc1	0.05	-0.86	-29
102	CCN(C(=O)c1cc2cc(OC)ccc2oc1=O)c1cccc(C)c1	-0.71	-0.73	nt
103	O=C1C2C3C=CC(c4ccccc4)(C2C(=O)N1c1cccc(Cl)c1)C1C(=O)N(c2cccc(Cl)c2)C(=O)C31 (configuration not stated)	0.07	-0.13	17
104	Cc1ccc(C(NC(=O)N2CCOCC2)=C(Cl)Cl)cc1F	-0.22	0.05	nt
